GPR151 activ = human GPR151 activation; AID 1508602; activation, % at 11.2 µM; PathHunter beta-arrestin GPR151 cells, luminescence; 650,000 compounds, 1% hits; Q8TDV0; in the data active = activation above about 4.9%;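 note: 0% = median of compound wells and 100% = cells with positive control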
Target sequence (Q8TDV0 whole entry, looked up): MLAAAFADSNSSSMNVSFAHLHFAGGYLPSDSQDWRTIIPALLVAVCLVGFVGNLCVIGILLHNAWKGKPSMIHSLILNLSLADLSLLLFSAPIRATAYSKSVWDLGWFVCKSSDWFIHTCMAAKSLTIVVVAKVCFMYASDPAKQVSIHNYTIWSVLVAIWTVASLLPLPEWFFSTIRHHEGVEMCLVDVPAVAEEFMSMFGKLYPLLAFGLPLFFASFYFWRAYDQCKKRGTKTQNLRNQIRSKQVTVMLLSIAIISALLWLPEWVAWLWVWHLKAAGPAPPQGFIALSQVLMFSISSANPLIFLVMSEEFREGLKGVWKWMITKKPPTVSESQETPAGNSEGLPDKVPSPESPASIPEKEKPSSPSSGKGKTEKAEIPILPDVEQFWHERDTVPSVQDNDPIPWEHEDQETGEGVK
FBW7 activator = human FBW7 E3 ligase activation, primary screen | Q969H0 | AlphaScreen FBW7–phospho-cyclin E peptide binding, activator screen | normalized activity (activation), % at 26.1 µM | 650,000 compounds, 0.13% hits | AID 1259310; in the data active = normalized activity above about 1.9%;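 note: purified mutant Fbw7 with reduced substrate affinity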
MITF inh = blocks human microphthalmia-associated transcription factor. AlphaScreen MITF homodimerization, bead proximity signal. 650,000 compounds, 0.91% hits. AID 1259374. inhibition, % at 2.6 µM; in the data active = inhibition above about 50%;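 note: 0% = vehicle wells with protein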
Target sequence (O75030 whole entry, looked up): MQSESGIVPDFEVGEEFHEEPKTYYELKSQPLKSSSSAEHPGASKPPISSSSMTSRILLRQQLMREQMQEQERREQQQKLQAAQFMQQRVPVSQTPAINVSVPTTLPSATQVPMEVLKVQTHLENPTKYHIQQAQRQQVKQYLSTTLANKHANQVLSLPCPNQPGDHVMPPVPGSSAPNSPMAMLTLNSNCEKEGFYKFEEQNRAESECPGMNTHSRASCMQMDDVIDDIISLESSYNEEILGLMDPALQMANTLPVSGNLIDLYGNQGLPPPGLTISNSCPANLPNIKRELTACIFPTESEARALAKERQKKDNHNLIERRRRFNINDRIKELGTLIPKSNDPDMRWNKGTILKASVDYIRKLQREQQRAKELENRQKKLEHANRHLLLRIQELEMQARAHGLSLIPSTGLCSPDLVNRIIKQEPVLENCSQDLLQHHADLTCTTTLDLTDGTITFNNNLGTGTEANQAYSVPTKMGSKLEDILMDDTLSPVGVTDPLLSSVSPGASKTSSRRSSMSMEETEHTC
TEAD-YAP block = TEAD-YAP interaction inhibition; HEK-TIYL cells, TEAD-Gal4/YAP UAS-luciferase luminescence; inhibition, % at 9.12 µM; 640,000 compounds, 1.4% hits; in the data active = inhibition above about 32%;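 note: 0% = median of test compound wells and 100% = reference inhibitor wells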
Active calls of the source: *; & = joins results of further samples. Rows were taken by chance; overall some 3.5% were active at least once.

SMILES | GPR151 activ | FBW7 activator | MITF inh | TEAD-YAP block
Cc1cc2cc3c(cc2c(C)n1)c1ccccc1n3C | -1.1 | 0.2 | -8.2 | 62.8*
CC(NC(=O)C1CC=CCC1C(=O)O)C1CC2CCC1C2 (centres undefined) | -1.3 | -0.1 | -20.8 | -8.5
CC1(C)CC(=O)C(C=Nc2ccc(F)c(Cl)c2)=C(O)C1 | 2.8 | 0.1 | 6.8 | 11.9
Cc1cccc(C)c1NC(=O)CSc1nc2scc(-c3ccccc3)c2c(=O)n1-c1ccccc1 | 0.1 | 0.0 | 13.2 | -6.0
COC(=O)Cc1ccc(N(Cc2ccccc2F)S(=O)(=O)c2ccc(Cl)cc2)cc1 | -1.5 | -0.2 | -14.3 | -3.6
Cc1ccc(-c2cccc(=O)n2Cc2ccccc2)cc1 | 1.6 | -0.1 | 1.5 | 2.8
O=C(c1ccc([N+](=O)[O-])cc1)N(Cc1ccccc1F)N1C(=O)C2CC=CCC2C1=O (centres undefined) | 0.4 | 0.0 | 7.6 | 1.3
CCOC(=O)c1ccc(-n2nc(C)c3c2CC(C)(C)CC3=O)cc1 | 1.8 | -0.1 | -1.3 | -1.5
NC(=O)c1ccc(-c2nc3ncnc(NCc4nc5ccccc5[nH]4)c3[nH]2)cc1 | 1.5 | -0.1 | 0.7 | 6.0
Cc1cc(N2CCN(c3ccccn3)CC2)nc2c(C)cccc12 | -0.1 | 0.2 | -1.9 | 2.4
Cc1nc(-c2ccccc2)nc2[nH]ccc(=O)c12 | 0.2 | 0.0 | 4.9 | -34.9
Cc1cc(C)c(S(=O)(=O)N2CCN(C/C=C/c3ccccc3)CC2)c(C)c1 | 0.4 | -0.3 | 3.7 | -0.9
Cc1cccc(NC(=O)c2sc3nc(C)[nH]c(=O)c3c2C)c1 | -0.2 | 0.0 | 5.2 | -46.8
Cc1cc2c(cc1C)NC(c1ccc(Cl)s1)C1=C(CC(C)(C)CC1=O)N2 (centres undefined) | 1.5 | 0.2 | 16.8 | 15.8
CC1=NN(c2nnc(C)c(=O)[nH]2)C(=O)/C1=C\c1ccc(N(C)C)cc1 | -0.3 | -0.2 | 42.1 | 9.9
NS(=O)(=O)c1ccc(CCNC(=O)c2nc(-c3ccccc3)n(-c3ccccc3)n2)cc1 | 0.8 | -0.1 | -11.8 | 1.1
O=C(Nc1ccc2oc(-c3ccc(Br)cc3)nc2c1)c1ccc(Cl)c([N+](=O)[O-])c1 | 0.0 | 0.0 | 7.6 | -5.1
CC1(C)Cc2cccc(Oc3nnnn3-c3ccccc3)c2O1 | 0.0 | 0.0 | 0.6 | 11.5
COc1cc2sc(=NC(=O)C3COc4ccccc4O3)n(C)c2cc1OC (centres undefined) | 6.6* | 0.1 | 8.5 | 6.2
CCOC(=O)CC(NC(=O)c1cc2cc(OC)ccc2oc1=O)c1ccccc1Cl (centres undefined) | 1.1 | 0.4 | 7.7 | 13.6
Cc1cccc(CN2CCN(C3CCCC3)CC2)c1 | -1.5 | -0.1 | 2.4 | -2.2
CN(Cc1ccccc1)C(=O)CN1Cc2ccccc2C1=O | -0.5 | 0.2 | -13.0 | -11.8
CCC(NC(=O)CCc1nnc(-c2cc(C)oc2C)o1)c1cccs1 (centres undefined) | -0.1 | 0.0 | 0.8 | 2.4
Cc1ccc(S(=O)(=O)N/N=C/c2ccc(N(C)C)c(Br)c2)cc1 | -1.2 | 0.2 | -8.7 | 7.8
O=C(NCC1CCCO1)c1cc2n(n1)C(C(F)(F)F)CC(c1cccs1)N2 (centres undefined) | -0.4 | 0.1 | 8.0 | -3.2
C#CCN(Cc1ccco1)C(=O)CC1(c2ccccc2)CC(=O)N(Cc2ccncc2)C1=O (centres undefined) | 2.5 | 0.0 | 2.8 | 6.8
CC(=O)Nc1ccc(-c2nc(-c3ccc(NC(C)=O)cc3)c3ccccc3n2)cc1 | -0.8 | 0.9 | -8.8 | 8.1
CS(=O)(=O)N(CC(=O)O)c1ccc(Cl)c(Cl)c1 | 1.1 | -0.1 | -68.2 | 10.0
COc1ccc(NC(=O)CN(C)S(=O)(=O)c2ccc(C)cc2)cc1 | -0.1 | 0.0 | 4.3 | 0.6
COc1ccc(OCc2cc(C(=O)O)oc2C)cc1 | -1.6 | -0.1 | 0.6 | -4.6
O=C(O)C1SCCN1c1ccccc1 (centres undefined) | -0.8 | -0.1 | 1.2 | 1.2
CCc1nccn1CCC(=O)N1CCC2(CC1)NC(=O)c1cccnc1N2CC | -1.1 | 0.1 | -2.7 | -0.8
O=c1ncn(C2OC(CO)C(O)C2O)c(=O)[nH]1 (centres undefined) | 0.0 | -0.1 | 0.1 | 74.4*
O=c1c2ccccc2nc(-c2ccccc2F)n1NCc1ccc(Br)cc1 | 0.0 | 0.0 | 3.4 | -5.2
CCCN(CC1CC1)C(=O)CC1C(=O)NCCN1Cc1ccc(OC)c(OC)c1 (centres undefined) | 0.7 | 0.1 | -3.6 | -10.6
Nc1nocc1-c1ccc(Br)cc1 | -0.4 | 0.0 | 5.0 | -31.7
Cc1[nH]c2ccccc2c1/C=C(\C#N)c1nnc2n1CCCCC2 | -0.5 | -0.1 | -4.2 | 8.5
CS(=O)(=O)c1cnc2ncnn2c1C1CCCN(C(=O)CCc2ccccc2)C1 (centres undefined) | 1.1 | 0.0 | 8.2 | 1.9
COCc1cc(C)c(C#N)c(SCC(=O)C23CC4CC(CC(C4)C2)C3)n1 | -1.2 | 0.7 | 9.2 | -13.3
COc1ccc(C(=O)CC2(O)C(=O)N(Cc3ccc(Cl)cc3)c3ccccc32)cc1[N+](=O)[O-] (centres undefined) | -0.1 | 0.1 | 6.7 | 2.1
CCOc1cccc(NC(=O)c2ccc(S(=O)(=O)NCC3CCCO3)cc2)c1 (centres undefined) | 0.3 | -0.1 | 0.4 | 9.8
O=C(COc1ccc(Br)cc1)NNC(=O)CN1C(=O)C2CC=CCC2C1=O (centres undefined) | -1.7 | 0.3 | -4.2 | -0.9
CCCCNC(=O)CCN1C(=O)c2ccccc2S1(=O)=O | 0.3 | 0.3 | 7.4 | -9.6
COC(=O)C1=C(C)NC2=C(C(=O)CC(C)(C)C2)C1c1cc(C)sc1SC (centres undefined) | 0.1&-0.1 | 0.0&0.0 | -3.6&-2.9 | 17.1&17.8
O=C(C1CCOC1)N1CCC(CO)(Cc2cccc(C(F)(F)F)c2)CC1 (centres undefined) | 0.1 | 0.0 | 15.4 | 0.1
CC1(C)CC2CC(C)(CN2C(=O)CSc2n[nH]c3nc4ccccc4n23)C1 (centres undefined) | -1.4 | -0.1 | 7.0 | -6.5
CC(=O)N1CCc2c(sc(NC(=O)/C=C/c3ccc([N+](=O)[O-])cc3)c2C#N)C1 | 0.4 | 0.2 | 1.9 | 2.1
c1ccc2c(c1)CCN(c1nc3cc4c(cc3s1)OCCO4)C2 | -5.2 | -0.3 | 3.6 | 88.7*
Oc1ccc2nc(-c3ccccc3)nc(Nc3ccccc3)c2c1 | 3.0 | 0.2 | 6.0 | 15.0
N#C/C(=C\c1ccc(-c2ccc(F)cc2)o1)C(=O)NCC1CCCO1 (centres undefined) | 5.5* | 0.0 | -3.3 | 1.3
O=C(NCc1ccccc1)c1cnc(N2CCC(N3CCOCC3)CC2)s1 | 2.3 | 0.6 | 5.2 | -3.7
OCCC1CN(Cc2cccc(F)c2F)CCN1C1CCCC1 (centres undefined) | -1.8 | 0.0 | 2.4 | 3.8
Cc1ccc(N(CC(=O)NC(C)C)C(=O)CCC(=O)Nc2ccccn2)c(C)c1 | -1.1 | 0.0 | 8.9 | 9.8
Cc1ccc(S(=O)(=O)NCCC(=O)OCC(=O)Nc2ccc(C#N)cc2)cc1C | 0.6 | 0.1 | -3.4 | 5.7
CCOc1ccc(N2C(=O)NC(=O)/C(=C/c3ccc(OCC(=O)O)cc3)C2=O)cc1 | 0.1 | -0.1 | -7.9 | 2.2
CCOCCOC(=O)C(C)Oc1ccc2c(=O)c(Oc3ccc(OC)cc3)c(C(F)(F)F)oc2c1 (centres undefined) | -0.6 | -0.1 | 3.8 | 4.6
O=C(Nc1nc(C(=O)N2CCc3ccccc3C2)co1)c1ccco1 | 2.4 | 0.3 | -1.7 | -7.7
CC1CCN(Cc2nnnn2CC(=O)N2CCCC(OCc3ccccc3)C2)CC1 (centres undefined) | 2.1 | 0.0 | 5.5 | 4.3
O=C(NCc1ccccc1Cl)C(=O)Nc1cccc(C(F)(F)F)c1 | 0.4 | 0.0 | 4.6 | 7.3
CC1CC(C)CN(S(=O)(=O)c2ccc(C(=O)OCC(=O)OC(C)(C)C)cc2)C1 (centres undefined) | 1.1 | 0.1 | -1.6 | -1.0
(further entries)
SMILES | GPR151 activ | FBW7 activator | MITF inh | TEAD-YAP block
O=C(OC1CCCC1=O)c1cc(-c2ccco2)nc2ccccc12 (centres undefined) | 0.2 | -0.2 | 36.2 | 3.9
O=C(NCCc1ccc(Cl)cc1)c1c(O)c2c([nH]c1=O)CCCC2 | -0.5 | -0.1 | -1.7 | 2.2
S=c1[nH]nc(-c2ccc(Cl)cc2Cl)n1Cc1ccccc1 | 1.0 | 0.6 | 2.2 | 7.1
O=C(Cn1cncn1)NCc1cccc(OC(F)F)c1 | 0.3 | 0.1 | -2.7 | 6.0
CCN(CC)CCN1C(=O)c2ccccc2NC1c1ccc(C)cc1 (centres undefined) | -0.1 | -0.1 | -14.7 | -1.7
CCN(CC)C(C)(C)C#Cc1ccccc1 | 0.7 | -0.2 | 41.7 | -2.4
O=[N+]([O-])c1cccc(/C=N/NC(=S)NCCN2CCOCC2)c1 | 0.4 | 0.0 | 1.9 | 8.1
COc1ccc(-c2nnc(Nc3nc4ccc(OC)cc4s3)o2)cc1 | 0.3 | -0.1 | -8.9 | 4.3
CCN1CCN(C2CCN(Cc3cc(OC)c(OC)c(OC)c3)CC2)CC1 | -0.9 | 0.1 | 49.1 | -3.1
CC(C)N(C=O)C1(C(=O)NC2CCCCC2)CCCCC1 | 0.4 | -0.1 | 7.4 | 4.6
NS(=O)(=O)c1ccc(CNc2ccc3ncc(-c4cccc(/C=C/C(=O)O)c4)n3n2)cc1 | -0.6 | -1.2 | -4.1 | -3.6
Cc1occc1C(=O)N/N=C/c1ccccc1C(=O)O | -7.1 | 0.1 | 14.5 | -43.1

Part of the list above, with tabs:
Compound	GPR151 activ	FBW7 activator	MITF inh	TEAD-YAP block
O=C(NCc1ccccc1Cl)C(=O)Nc1cccc(C(F)(F)F)c1	0.4	0.0	4.6	7.3
CC1CC(C)CN(S(=O)(=O)c2ccc(C(=O)OCC(=O)OC(C)(C)C)cc2)C1 (centres undefined)	1.1	0.1	-1.6	-1.0
O=C(OC1CCCC1=O)c1cc(-c2ccco2)nc2ccccc12 (centres undefined)	0.2	-0.2	36.2	3.9
O=C(NCCc1ccc(Cl)cc1)c1c(O)c2c([nH]c1=O)CCCC2	-0.5	-0.1	-1.7	2.2
S=c1[nH]nc(-c2ccc(Cl)cc2Cl)n1Cc1ccccc1	1.0	0.6	2.2	7.1
O=C(Cn1cncn1)NCc1cccc(OC(F)F)c1	0.3	0.1	-2.7	6.0
CCN(CC)CCN1C(=O)c2ccccc2NC1c1ccc(C)cc1 (centres undefined)	-0.1	-0.1	-14.7	-1.7
CCN(CC)C(C)(C)C#Cc1ccccc1	0.7	-0.2	41.7	-2.4
O=[N+]([O-])c1cccc(/C=N/NC(=S)NCCN2CCOCC2)c1	0.4	0.0	1.9	8.1
COc1ccc(-c2nnc(Nc3nc4ccc(OC)cc4s3)o2)cc1	0.3	-0.1	-8.9	4.3
CCN1CCN(C2CCN(Cc3cc(OC)c(OC)c(OC)c3)CC2)CC1	-0.9	0.1	49.1	-3.1

Following part.
SMILES | GPR151 activ | FBW7 activator | MITF inh | TEAD-YAP block
CN(Cc1ccccc1)C1CCN(Cc2cccnc2)CC1 | 2.9 | 0.0 | 72.4* | -7.1
CCOC(=O)C1(C)C=C(Nc2cccc(C(F)(F)F)c2)C(=O)N1c1ccccc1 (centres undefined) | 1.5 | 0.6 | 11.1 | 1.9
CC(C)NC(=S)Nc1ccc2cn[nH]c2c1 | 1.5 | 0.1 | -5.3 | 4.9
Cc1ccc(C)c(NC(=O)c2cc3ccccc3o2)c1 | -0.6 | 0.0 | 10.2 | -22.6
Cc1ccc(Nc2nc(-c3ccccc3)nc3c2oc2ccccc23)cc1 | -0.6 | -0.2 | 0.9 | -1.8
C[C@H](NC(N)=O)C(=O)OCC(=O)Nc1cccc(C#N)c1 | 0.0 | 0.0 | 5.8 | 1.6
COCc1ccc(CN2CCC(CO)(CCCc3ccccc3)CC2)o1 | 2.5 | 0.0 | 7.1 | 4.3
O=C(NC(c1ccccc1)c1ccco1)C1CCN(C(=O)c2ccc3c(c2)OCO3)CC1 (centres undefined) | -1.6 | 0.6 | 22.9 | 0.7
CC(=O)Nc1ccc(NC(=O)c2ccc(-c3ccc(C(N)=O)cc3)s2)cc1 | -3.3 | 0.2 | 23.3 | -4.0
O=C(Nc1ccccc1Cl)c1cc2ccccc2cc1O | -5.3 | -0.1 | -1.1 | -62.5
CCOC(=O)c1ccc(NC(=O)Nc2ccc(OC)cc2[N+](=O)[O-])cc1 | -1.7 | 0.4 | 10.8 | 3.4
ON=C1/C(=N\O)CC2(C/C1=N/O)OCCO2 | 2.3 | -0.7 | 21.6 | -7.6
Cc1ccc(S(=O)(=O)N(CCC(=O)NCC2CCCO2)Cc2c(Cl)cccc2Cl)cc1 (centres undefined) | -0.4 | -0.1 | -0.5 | 11.4

Source: PubChem BioAssay
